15-hLO inh = blocks human 15-lipoxygenase activity; P16050; AID 887; hit rate 1.4% among 74,000; Potency, µM (titrated, usually from 57.1 µM), without a hit: at the top dose activity change, negative = inhibition, hits mostly inhibitors; purified 15hLO-1, xylenol orange hydroperoxide absorbance; note: potency is the fitted concentration of half-maximal effect; % is set by controls: 0 for no effect and ±100 for the full control effect; nearly all actives have a fitted effect of over 55% in size
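Readout: Fe(III)-xylenol orange absorbance, 573-to-405 nm ratio as reaction progress. Enzyme 40 nM purified human 15hLO-1, substrate 50 uM arachidonic acid, 6 min RT after 15 min compound preincubation; Hepes pH 7.5 buffer with Triton X-100.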
Hsp90 Hop PPI = changes Hsp90-Hop TPR2A binding signal, up or down; AlphaScreen TPR2A-His6 binding biotin-Hsp90 C-terminal peptide; Potency, µM (titrated, usually from 57 µM), inactives show at the top dose activity change, negative = inhibition; hit rate 0.44% among 71,000; AID 595; active = well fitted curve in either direction with a large enough effect; inconclusive = small, poorly fitted or top-dose-only effect, or another doubt; note: potency is the fitted concentration of half-maximal effect; % is set by controls: 0 for no effect and ±100 for the full control effect; many of its hits are not listed in these tables
CRE-bla Fsk = modulators of forskolin-stimulated CRE signaling in CHO cells; hit rate 2.5% among 71,000; CHO CRE-bla reporter (cAMP response element driving beta-lactamase), forskolin EC10, beta-lactamase ratio; Potency, µM (highest dose often 38.2 µM), for inactives: at the highest dose activity change, negative = inhibition, most hits filed as activators; AID 662; active = well fitted activation curve with a large enough effect in the signal ratio, with a control signal flat, not every such curve was filed as active; inconclusive = small, poorly fitted or top-dose-only effect, or effect the other way, or a change in a side signal; the % refers to the signal ratio; note: potency is the fitted concentration of half-maximal effect; % of control where 0% means no effect
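Modulation of forskolin-driven signalling is measured in CHO cells carrying a CRE-controlled beta-lactamase reporter. Cells are stimulated with EC10 NKH 477 in the presence of titrated compound for 3 h at 37 °C, then loaded with CCF4 for 2 h at room temperature.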
4-MU autofl = compounds fluorescent in 4-MU spectral region; max dye-equivalent concentration, M; compound autofluorescence, 340/450 nm, 4-MU equivalents; stronger effect = higher value; AID 589; hit rate 11% among 59,000; in the data active = max dye-equivalent concentration above about 10 nM; inconclusive = mostly about 1.1 nM to 9.6 nM
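Compounds in 100 mM Tris, pH 8.0, incubated 15 min at room temperature, then fluorescence read at 340 nm excitation/450 nm emission. Signal converted to 4-MU dye-equivalent concentration using an on-plate six-point 4-MU standard curve.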
BRCT inh red = BRCT-phosphoprotein interaction inhibition (red fluorophore); Potency, µM (titrated, usually from 76.9 µM), for the others: at the top dose activity change, negative = inhibition, usual class: inhibitors; AID 892; hit rate 0.03% among 75,000; BRCT-phosphopeptide binding, red fluorescence polarization; P38398; note: % is set by controls: 0 for no effect and ±100 for the full control effect
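Rhodamine-labelled pBACH1 10-mer (100 nM) bound to BRCT domain (100 nM) at pH 7.3; compounds incubated 12 min room temperature, polarization read. Free peptide defines full inhibition; unlabelled decapeptide titrated as control.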
A350 fluor = A350 region autofluorescence; AID 590; hit rate 11% among 59,000; Compound autofluorescence, 340/450 nm, Alexa 350 dye-equivalents; stronger effect = higher value; max dye-equivalent concentration, M; in the data active = max dye-equivalent concentration above about 10 nM; inconclusive = mostly about 1.1 nM to 9.6 nM
HBB splice mod = modulators of hemoglobin beta chain splicing; Potency, µM (doses to about 46.1 µM), without a hit: at the highest dose activation, hits mostly activators; hit rate 0.06% among 65,000; AID 925; HBB splicing reporter cell assay, activation; EGFP reporter with mutant IVS2-654 intron; response scale: normalised to 500 nM splice-correcting PNA; note: potency is the fitted concentration of half-maximal effect; 0% is about no effect
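Compounds were applied for 2 days to HeLa EGFP-654 cells, 500/well in Optimem with 2% FCS. The reporter's EGFP is disrupted by mis-splicing of beta-globin intron IVS2-654. Readout: summed well GFP fluorescence from 488 nm laser scanning; reference was 500 nM antisense […] 654 PNA.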
UbGFP stabilizer = proteasome inhibitors stabilizing ubiquitin-GFP reporter. Ubiquitin-GFP reporter cells, proteasome inhibition, GFP fluorescence; response scale: untreated = 0%, 10 µM MG-132 = 100%. Potency, µM (top dose mostly 45.9 µM), inactives show at the highest dose activation (GFP accumulation), usual class: activators. 67,000 tested, under 10 active. AID 526; active = well fitted activation curve with a large enough effect, not every such curve was filed as active; inconclusive = small, poorly fitted or top-dose-only effect, or another doubt; inactive = no such curve, though single readings can be large or run the other way; note: potency is the fitted concentration of half-maximal effect
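GFP accumulation read-out: laser plate cytometry counting ubiquitin(G76V)-GFP-expressing U2OS cells after 4 hr compound exposure at 37 °C. Titrations spanned 46 uM to 2.9 nM; 0% = basal, 100% = 10 uM MG-132; concentration-response curves fitted.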
BRCT PPI green = inhibitors of human BRCA1 BRCT-phosphoprotein interaction (green fluorophore). P38398. BRCA1 BRCT-phosphopeptide binding, green fluorescence polarization. Potency, µM (doses to about 76.9 µM), without a hit: top-dose activity change, negative = inhibition, most hits filed as inhibitors. hit rate 0.05% among 75,000. AID 875;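 note: potency is the fitted concentration of half-maximal effect; plate controls were peptide without protein for full effect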
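Compounds were incubated for 12 min at room temperature with a complex of 100 nM fluorescein-tagged pBACH1 decapeptide and 250 nM His-tagged BRCT protein. Buffer was phosphate pH 7.3 with EDTA, DTT and Tween 20. Disruption of binding lowers the polarization signal.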
GFP derepression = epigenetic GFP locus derepression in mouse cells; mouse C127i GFP locus derepression, cytometry, 30 h; hit rate 0.09% among 68,000; AID 597; Potency, µM (series often up to 46.1 µM), without a hit: top-dose GFP derepression (activation); note: % of control where 0% means no effect
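Derepression screen: silenced CMV-GFP reporter in murine C127i cells, 30 h compound incubation at 37 C, washed cells imaged by laser-scanning cytometer to enumerate GFP-expressing objects of 20 to 120 um.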
Pol III holo inh = inhibitors of bacterial DNA polymerase III holoenzyme; reconstituted DNA polymerase III holoenzyme replication, biochemical; Potency, µM (top dose mostly 57.1 µM), inactives show at the highest dose activity change, negative = inhibition; hit rate 0.25% among 71,000; AID 603; note: potency is the fitted concentration of half-maximal effect; % is set by controls: 0 for no effect and ±100 for the full control effect
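Reconstituted *E. coli* holoenzyme (0.35 nM Pol III, 1 nM beta, 154 nM SSB, 2 nM primase) was preincubated with compound for 15 min at RT. Synthesis on 1.4 nM ssM13Gori ran 35 min, then was stopped with PicoGreen/EDTA and read as dsDNA fluorescence.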
The depositor's hits bear a star; i = inactive; ? = inconclusive; . = not tested or not shown; & = joins results of further samples; [ ] = remark or other dose. Unless noted, calls come from the whole dose curve; as a rule, active = well fitted curve in the direction sought with a large enough effect; inconclusive = small, poorly fitted or top-dose-only effect, or another doubt; inactive = no such curve, though single readings can be large; an effect the other way counts as inactive or inconclusive.

Results follow in this order: 15-hLO inh | Hsp90 Hop PPI | CRE-bla Fsk | 4-MU autofl | BRCT inh red | A350 fluor | HBB splice mod | UbGFP stabilizer | BRCT PPI green | GFP derepression | Pol III holo inh
COc1cc(NS(=O)(=O)c2ccc(Br)s2)cc(OC)c1
  -5.0% | 0.0% | -0.2% | i | 1.6% | i | -0.9% | 2.5% | 0.6% | -1.1% | 1.5%
Cc1cc(NC(=O)CS(=O)(=O)c2cn(Cc3ccccc3Cl)c3ccccc23)no1
  -6.4% | -9.2% | -2.8% | i | -0.3% | i | -0.6% | -6.2% | 3.3% | 5.5% | -9.0%
c1cncc(-c2nc(NCc3cccs3)c3ccccc3n2)c1
  4.3% | 1.6% | ? | i | -1.5% | i | -0.5% | -0.8% | 1.7% | -2.9%[9.22 µM] | -9.5%
Nn1c(SCc2nc3ccccc3[nH]2)nnc1C1CCCCC1
  12.6% | -0.9% | 8.4% | ? | -0.2% | ? | -0.5% | 10.5% | -1.6% | -2.6% | -0.4%
Cn1c(=O)c2c(nc(NCCCO)n2Cc2cccc(Br)c2)n(C)c1=O
  -6.1% | ? | 20.4% | i | -4.2% | i | -0.9% | 2.9% | -7.3% | 2.6% | 6.3%
Nc1nc(SCc2ccccc2)c2ncn(Cc3ccccc3)c2n1
  0.1%[11.4 µM] | -3.2%[11 µM] | 13.3%[7.6 µM] | i | -1.2%[15.4 µM] | i | -1.6%[9.22 µM] | -3.1%[9.17 µM] | -2.6%[15.4 µM] | 6.9%[9.22 µM] | -0.4%[11.4 µM]
CCc1ccc(-c2nc(CN3CCC(C(=O)NCc4ccco4)CC3)c(C)o2)cc1
  -14.4% | -2.2% | ? | 1.4e-08M* | -0.9% | 1.53e-08M* | 6.6%[1.84 µM] | 2.9% | -0.5% | 0.0% | 3.4%
Cc1cc2c(c(=O)n1CC1CCCO1)C(c1ccco1)C(C#N)=C(N)O2 (configuration not stated)
  7.6% | -2.1% | ? | 6.11e-08M* | -0.9% | 7.95e-08M* | -0.9%[0.369 µM] | . | 0.7% | -2.1% | -5.8%
CC(=O)Nc1ccc(S(=O)(=O)N2CCC(NC(=O)C(Cc3cccn3C)NC(C)=O)CC2)cc1 (configuration not stated)
  4.6% | 0.0% | 0.9% | i | -1.2% | i | . | 7.8% | -1.7% | 1.3% | -0.9%
Cc1nc2c(oc3ccccc32)c(=O)o1
  -8.0% | -5.6% | -0.7% | i | 0.2% | i | . | -2.6% | 0.0% | -2.6% | 2.1%
O=C(O)CSc1cccc2cccnc12
  -12.6% | -5.1% | 2.0% | . | 0.6% | . | -0.5% | -4.6% | -0.8% | ? | -0.3%
CCN(Cc1cc2cc(OC)ccc2[nH]c1=O)C(=O)c1ccncc1
  2.8% | -4.1% | ? | 1.51e-07M* | 1.9% | 2.04e-07M* | -0.5%[0.369 µM] | . | -5.6% | 0.0% | -15.0%
CCCn1c(SCC(=O)Nc2cccc(C(=O)OC)c2)nnc1-c1cccnc1
  12.6% | -2.5% | ? | i | 0.5% | i | -9.1% | -1.7% | -1.0% | -2.4% | -0.7%
Cc1occc1-c1nnc(SCC(=O)Nc2ccccc2)n1C(C)c1ccccc1 (configuration not stated)
  -11.6% | -10.1% | 4.2% | i | -1.7% | i | 0.6% | -2.9% | -1.2% | -2.2% | 1.5%
O=C(CSc1oc(-c2ccco2)nc1S(=O)(=O)c1ccc(F)cc1)NCC1CCCO1 (configuration not stated)
  ? | -9.2% | 5.5% | i | -1.3% | i | 2.7% | 6.6% | 5.1% | -1.3% | -6.1%
COC(=O)c1ccccc1NC(=O)C(C)NS(=O)(=O)c1ccc(OC)cc1 (configuration not stated)
  -19.0% | 2.7% | ? | i | -3.8% | i | 0.6% | ? | 0.7% | -2.7% | -11.8%
COc1cccc(-c2nn(-c3ccccc3)cc2C(=O)NCC(=O)O)c1
  -6.0% | -1.0% | -11.9% | i | -1.2% | i | -0.3% | 2.7% | -1.7% | 2.1% | -2.0%
CC(=O)NC(c1ccccc1)c1cccnc1 (configuration not stated)
  4.3%[11.4 µM] | -3.2%[11 µM] | -2.2%[7.6 µM] | . | 0.4% | . | -2.5%[0.0738 µM] | -3.3%[9.17 µM] | -0.9% | 0.1% | 2.7%[11.4 µM]
CN(C)C(=O)N1CCN(C(=O)c2ccco2)CC1
  13.3% | -2.6% | -2.3% | . | 2.2% | . | 1.4% | -13.1% | -0.4% | -3.1% | -5.9%
CCOc1ccc(NC(=O)c2ccco2)cc1
  -1.1% | -0.1% | ? | i | -0.2% | i | -1.0% | -2.9% | 0.7% | -4.3% | 1.1%
CCOC(=O)c1c(C)[nH]c(C=Nc2ccccc2)c1O
  5.01µM* | -4.6% | ? | ? | -3.3% | ? | 4.6%[1.84 µM] | -10.7% | -3.9% | -2.0% | 1.4%
Cc1nnc(NC(=O)CSc2nc3c(c(=O)n2C)SC(C)C3)s1 (configuration not stated)
  -4.1% | -5.9% | ? | . | 0.1% | . | 0.0% | 4.6% | -1.1% | . | -3.3%
CCN1CCN(c2nc(SC)nc3sc4c(c23)CC(C)(C)OC4)CC1
  -12.1% | -8.6% | ? | 1.44e-08M* | 0.4% | 1.37e-08M* | -0.8% | 3.7% | -1.1% | 0.0% | -6.8%
O=C(Nc1cnn(C23CC4CC(CC(C4)C2)C3)c1)c1cnn2c(C(F)(F)F)cc(-c3ccco3)nc12
  -8.6% | -2.6% | 9.4% | i | 1.0% | i | -0.6% | 1.0% | -2.1% | -3.2% | -5.2%
CCOc1ccccc1CNC(=O)C1CCC(=O)N1C(C)C (configuration not stated)
  5.2% | -3.1% | 14.8% | ? | -0.5% | ? | 1.3%[57.5 µM] | -0.9% | 0.7% | 2.1% | -0.2%
CCN(CC(=O)Nc1cccc(OC)c1)C(=O)C1CCN(C(=O)Nc2ccccc2)CC1
  ? | 0.8% | -9.7% | i | 1.4% | i | 0.0%[57.5 µM] | -2.0% | -2.8% | 5.7% | -3.7%
O=C(NC1(C(F)(F)F)NC(=O)N(CC2CCCCC2)C1=O)c1ccco1 (configuration not stated)
  -2.9% | -3.5% | 4.9% | i | 1.1% | i | 6.2%[1.84 µM] | 24.3% | -4.3% | 2.0% | -2.2%
CCCCOCCCNC(=O)c1ccccc1OCC
  2.1%[11.4 µM] | -2.5%[11 µM] | ? | . | 0.1% | . | -1.8%[0.0738 µM] | -7.4%[9.17 µM] | 1.2% | -1.5% | -3.0%[11.4 µM]
Cc1ccccc1OCC(O)Cn1c(SC(C)C)nc2c1c(=O)[nH]c(=O)n2C (configuration not stated)
  ? | -7.9% | ? | i | -0.7% | i | . | -3.8% | -0.5% | -1.3% | 1.5%
CCOC(=O)c1cccc(NC(=O)CN2C(=O)C3C4C=CC(C4)C3C2=O)c1 (configuration not stated)
  20.9% | ? | 7.7% | i | -2.5% | i | -0.9% | 0.0% | 0.4% | 4.0% | -3.1%

(next part)
Results follow in this order: 15-hLO inh | Hsp90 Hop PPI | CRE-bla Fsk | 4-MU autofl | BRCT inh red | A350 fluor | HBB splice mod | UbGFP stabilizer | BRCT PPI green | GFP derepression | Pol III holo inh
COc1ccc(NC(C)=O)cc1NC(=O)CN1CCN(CC(=O)Nc2ccc(Cl)cc2)CC1
  -23.8% | ? | -13.8% | i | 0.2% | i | 4.3% | 2.4% | -2.6% | -1.1% | -5.3%
CCOc1nc(Nc2ccc(-c3nc4ccccc4o3)cc2)nc(N2CCOCC2)n1
  -7.9% | 1.4% | ? | 2.12e-07M* | 0.7% | 2.62e-07M* | 0.6% | -9.1% | -1.8% | -2.4% | -2.9%
Cc1cc(=O)[nH]c(SCCOc2ccc3c(c2)CCC3)n1
  5.3% | -0.7% | -16.6% | i | 0.6% | i | 0.3% | 5.7% | -0.1% | -1.3% | 1.6%
COc1c(C)cc(Br)cc1C(=O)Nc1ccc(N2CCN(S(C)(=O)=O)CC2)cc1
  -16.4% | ? | -1.5% | i | 0.3% | i | 0.7% | -0.5% | -2.4% | -2.7% | -5.9%
CCn1c(SCC(=O)Nc2ccc(N(C)C)cc2)nnc1-c1cccc(C)c1
  -12.6% | -14.3% | 12.9% | 5.91e-08M* | -2.1% | 1.56e-08M* | 1.6%[1.84 µM] | 6.4% | -4.0% | -2.0% | -3.8%
N=C(N)SCCN
  2.4% | -4.9%&-9.1% | -13.5%&-10.1% | i | -1.5%&-1.2%&-1.6% | i | 0.1% | -2.5%&1.5% | -3.8%[3.08 µM] | -2.7%&-1.1% | -4.0%&-3.9%
